High-throughput results (PubChem)
NR2E3 ag-1: NR2E3 (human) agonism; 320,000 compounds, 0.12% hits; Q9Y5X4; inhibition of corepressor binding, % at 4.78 µM; AID 2300; GST-NR2E3/biotin-RetCOR TR-FRET, 1536-well;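 active = percent inhibition above the cutoff of mean plus 3 SD of all tested compounds, set per screening campaign, cut at about 20% in these data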;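 also: 0% = DMSO wells and 100% = biotin wells as full block of FRET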
Target sequence (Q9Y5X4 whole entry, looked up): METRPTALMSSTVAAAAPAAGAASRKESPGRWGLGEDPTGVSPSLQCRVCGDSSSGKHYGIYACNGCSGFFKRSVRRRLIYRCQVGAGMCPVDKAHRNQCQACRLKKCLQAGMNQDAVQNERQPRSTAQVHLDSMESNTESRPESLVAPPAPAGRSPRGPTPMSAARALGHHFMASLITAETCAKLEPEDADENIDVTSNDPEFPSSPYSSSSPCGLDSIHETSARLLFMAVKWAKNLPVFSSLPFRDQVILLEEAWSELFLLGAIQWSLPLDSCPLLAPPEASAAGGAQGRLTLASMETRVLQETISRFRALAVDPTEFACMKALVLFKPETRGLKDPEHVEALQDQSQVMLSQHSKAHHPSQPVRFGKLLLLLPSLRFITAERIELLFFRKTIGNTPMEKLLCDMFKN
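system = GST-tagged NR2E3 plus biotinylated RetCOR corepressor | input = 1.35 nM GST-NR2E3 | also added = 7 nM biotin-RetCOR | schedule = 5 h incubation at 4 °C | measured by = TR-FRET with europium anti-GST and streptavidin-D2, 340 nm excitation | read-out = percent loss of FRET ratio relative to control wells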
aDG glyco act: increases alpha dystroglycan glycosylation; Pro5-aDG cells, alpha-DG glycosylation AlphaScreen (IIH6); 0% Pro5, 100% B10-LARGE cell signal; activation, % at 10 µM; 360,000 compounds, 0.22% hits;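 active = activation of at least 8% versus controls, or a plate z-score of at least 8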;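 also: Pro5 are CHO cells carrying HIG-tagged alpha-DG that lacks glycosylation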
CF NFkB inh: cystic fibrosis NF-kB activation inhibition; KKLEB NF-kB-GFP reporter, PAF-induced, GFP fluorescence overnight; inhibition, % at 5 µM; 360,000 compounds, 0.86% hits;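 active = at least 50% inhibition at 5 µM, scaled per plate between neutral and stimulator controls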;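 also: PAF is a Pseudomonas aeruginosa culture filtrate used as stimulus; plate controls were PAF-stimulated DMSO wells for no effect and unstimulated DMSO wells for full effect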
NR2E3 ag-2: human photoreceptor-specific nuclear receptor agonism. Q9Y5X4. CHO-S Gal4-NCOR/VP16-NR2E3 two-hybrid, luciferase. inhibition of corepressor binding, % at 3.98 µM. 360,000 compounds, 0.35% hits. AID 602229;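 active = inhibition above the mean of all tested compounds plus 3 SD, cut at about 70% in these data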;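 also: 0% = DMSO with NR2E3 transfected cells and 100% = cells lacking NR2E3 construct; higher means lower luciferase signal from less NR2E3 corepressor binding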
TRPM1 prom inh: inhibitors of MITF-driven TRPM1 promoter in melanoma cells; inhibition, % at 12.5 µM; SK-MEL-5 TRPM1 promoter luciferase, 24 h; AID 488899; 330,000 compounds, 0.83% hits;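 active = mean inhibition across replicates of 60% or more, whatever share of single replicates reaches that level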; also: values of inactives mirror those of a sister screen read the other way
Peg3 promoter: inhibitors of Peg3 promoter | HeLa PEG-Prom luciferase reporter, luminescence, overnight | AID 588405 | inhibition, % at 20 µM | 360,000 compounds, 1.7% hits;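 active = inhibition of at least 50% at 20 µM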
HIF-2a inh: HIF-2a inhibition; AID 624352; 360,000 compounds, 0.72% hits; 786-0 RCC cells HIF-2a reporter, luciferase luminescence, overnight; inhibition, % at 18.8 µM;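 active = inhibition of the luminescence signal of 40% or more relative to plate controls, in a single-dose primary screen at 18.75 µM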
iPSC survival up: hiPSC single-cell survival enhancement; 360,000 compounds, 0.044% hits; survival enhancement, % at 20 µM; ATPlite luminescence; 100% = ROCK inhibitor wells, 0% = DMSO; in the data active = survival enhancement above about 18%;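 also: cells exposed to compounds for 16 hours before the ATP read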
KKLEB tox: CF airway cell cytotoxicity counter-screen; KKLEB CF airway cells viability, ATPlite luminescence, overnight; stronger effect = lower value; cells stimulated with P. aeruginosa culture filtrate; activity change (cytotoxicity), % at 5 µM; 360,000 compounds, 0.36% hits; AID 602141;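 active = corrected activity change at or below -50% at 5 µM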
Shn3 3UTR inh: reduces Shn3 3'UTR luciferase signal in osteoblasts | Clone20 osteoblast Shn3 3'UTR firefly luciferase, 24 h | inhibition, % at 12.5 µM | 360,000 compounds, 0.52% hits | AID 588674;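 active = mean inhibition of at least 75% with every replicate also reaching 75%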;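 also: 0% = median of neutral control wells and 100% = pilot-screen positive control compound; some compounds past the cut are filed as inactive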
TWEAK-Fn14 inh: inhibitors of TWEAK-Fn14 interaction signaling | TWEAK-stimulated Fn14 reporter cells, luciferase luminescence, 8 h | inhibition, % at 10 µM | 360,000 compounds, 2% hits; in the data active = inhibition above about 50%
The depositor's hits bear a star; x = no result given. This is a random part of the collection; about 4.4% have a hit in one of these screens.

Start of the data: the first four compounds, ahead of the listing:
SMILES	NR2E3 ag-1	aDG glyco act	CF NFkB inh	NR2E3 ag-2	TRPM1 prom inh	Peg3 promoter	HIF-2a inh	iPSC survival up	KKLEB tox	Shn3 3UTR inh	TWEAK-Fn14 inh
CN(C)Cc1ccccc1Cc1ccccc1	5	-0.1	-5	-14	-8	1	-7	-1.5	-5	-3	-12
CNc1nc(NC)c2cn[nH]c2n1	x	0.2	6	-3	-20	18	10	0.7	-5	-7	5
Cc1ccc(-c2[nH]ncc2C(=O)c2ccc(Br)cc2)c(O)c1	-1	0.1	-4	-22	-7	18	-12	-0.3	10	-3	8
Cc1cccc(CNC(=O)CCn2ccc3cc(S(=O)(=O)N4CCCC4)ccc32)c1	-1	-0.8	-8	-8	-12	16	11	-0.4	3	19	1

All compounds of this part (from the top)
SMILES	NR2E3 ag-1	aDG glyco act	CF NFkB inh	NR2E3 ag-2	TRPM1 prom inh	Peg3 promoter	HIF-2a inh	iPSC survival up	KKLEB tox	Shn3 3UTR inh	TWEAK-Fn14 inh
CN(C)Cc1ccccc1Cc1ccccc1	5	-0.1	-5	-14	-8	1	-7	-1.5	-5	-3	-12
CNc1nc(NC)c2cn[nH]c2n1	x	0.2	6	-3	-20	18	10	0.7	-5	-7	5
Cc1ccc(-c2[nH]ncc2C(=O)c2ccc(Br)cc2)c(O)c1	-1	0.1	-4	-22	-7	18	-12	-0.3	10	-3	8
Cc1cccc(CNC(=O)CCn2ccc3cc(S(=O)(=O)N4CCCC4)ccc32)c1	-1	-0.8	-8	-8	-12	16	11	-0.4	3	19	1
O=C(Nc1ccc(F)cc1)c1cccnc1	3	-0.1	11	11	-14	-9	-25	-0.5	9	-1	8
CCCOc1ccc(C2C(C(=O)c3ccc(C)o3)=C(O)C(=O)N2Cc2ccco2)cc1 (stereo not drawn)	13	0.1	-1	-4	-7	9	20	0.1	-25	-8	12
COc1cccc(Nc2c(F)c(OC)c(F)c(F)c2C(=O)O)c1	3	0.2	4	12	-11	0	4	0.3	1	2	5
NC(=O)CC[C@H](NC(=O)c1ccc(F)cc1)C(=O)OCC(=O)NCc1ccc2c(c1)OCO2	x	0.0	2	-20	4	10	12	-4.4	9	4	18
CCOC(=O)c1cnc(-n2[nH]c(C)c(Cc3ccccc3)c2=O)[nH]c1=O	0	-1.0	2	-14	9	6	11	-1.7	14	-3	-13
CC(=O)c1c(C)[nH]c(C(=O)OCC(=O)c2ccc(C)s2)c1C	-3	0.2	-2	-32	-64	-181	-212	0.2	-11	-23	-15
Cc1c(C(=O)N2CCCC2)c(S(=O)(=O)Nc2cccc(Br)c2)c(C)n1C	4	-0.2	22	-9	1	29	14	0.4	1	1	6
CCOC(=O)C(C)Oc1ccc(NC(=O)C(Cl)Cl)cc1 (stereo not drawn)	-1	-0.1	8	-17	7	-2	9	-0.4	-7	5	3
COc1ccc(OC)c(/C=C/C(=O)NC2=NCCS2)c1	0	0.0	7	-8	1	-23	-141	0.5	-6	-31	-15
O=C(O)CCc1nnc(SCC(=O)Nc2ccc(Cl)c(C(F)(F)F)c2)[nH]c1=O	1	0.6	6	3	-5	12	20	-0.1	4	-2	11
CCCCC1CCC(C(=O)N(CCOC)c2c(N)n(CCCC)c(=O)[nH]c2=O)CC1 (stereo not drawn)	0	0.1	22	1	8	11	25	0.9	-10	-15	5
N#Cc1c(Cl)nc(N/N=C/c2ccccc2)c(Cl)c1Cl	0	-0.1	-2	-6	1	5	8	-0.9	-2	-11	0
COc1cc(C2NC(=O)NC(C)=C2C(=O)OCc2ccc(C)cc2)cc(OC)c1O (stereo not drawn)	0	0.1	-15	-22	0	11	24	4.5	2	-1	-12
CCCC(=O)Nc1ccc2c(c1)nc1n2CCN(C2CCCCC2)C1	7	0.1	0	-38	-3	-1	2	-0.3	2	61	3
CC(C)OC(=O)CC1C(=O)NCCN1C(=O)COc1ccc(C(C)(C)C)cc1 (stereo not drawn)	-2	0.0	-9	-23	7	3	-2	-0.1	11	3	3
CN(C)CCNC(=O)c1cccc2ccc(-c3ccc(-c4ccccc4)cc3)nc12	x	-0.1	-52	-3	70*	93*	10	-1.5	-9	-5	-44
CC(C)NC(=O)C1CCN(Cc2cnn(-c3ccccc3)c2-n2cccc2)CC1	-3	0.0	3	4	4	6	20	3.7	6	23	15
CN(c1cccc(NS(=O)(=O)c2cccs2)c1)S(C)(=O)=O	4	0.1	-5	4	2	12	21	2.9	0	-11	-9
COc1ccc(NC(=O)COC(=O)/C=C/c2ccccc2[N+](=O)[O-])cc1OC	0	0.1	8	-3	0	0	13	-1.4	-2	1	22
COC(=O)c1cc(=O)nc2sc(-c3ccc(F)cc3)nn12	-3	-0.2	-14	-8	-8	-5	4	-3.5	-23	-25	0
NC(=O)CSc1ncnc2c1cnn2Cc1ccccc1	-2	-0.1	-7	-25	4	14	7	-1.1	-30	27	-13

Peg3 promoter, entries above that show a hit
SMILES	NR2E3 ag-1	aDG glyco act	CF NFkB inh	NR2E3 ag-2	TRPM1 prom inh	Peg3 promoter	HIF-2a inh	Shn3 3UTR inh	TWEAK-Fn14 inh
CN(C)CCNC(=O)c1cccc2ccc(-c3ccc(-c4ccccc4)cc3)nc12	x	-0.1	-52	-3	70*	93*	10	-5	-44

More results.
SMILES	NR2E3 ag-1	aDG glyco act	CF NFkB inh	NR2E3 ag-2	TRPM1 prom inh	Peg3 promoter	HIF-2a inh	iPSC survival up	KKLEB tox	Shn3 3UTR inh	TWEAK-Fn14 inh
O=C(Oc1ccc(C(=S)N2CCOCC2)cc1)c1ccccc1[N+](=O)[O-]	3	-0.1	-24	3	12	-6	18	-0.2	2	8	-12
Cn1c(=O)[nH]c(=O)c2c1nc(SCC(=O)O)n2CCCc1ccccc1	3	-0.1	-5	22	2	4	17	-0.1	5	-6	4
CCC(C)NC(=O)CCn1c(-c2ccc(F)cc2)cc(C(C)=O)c1C (stereo not drawn)	1	-0.2	-22	2	-3	13	21	-2.1	9	-9	0
CC(C)NC(=O)N(C)C[C@H]1Oc2ccc(NC(=O)C3CCCCC3)cc2C(=O)N([C@H](C)CO)C[C@@H]1C	x	0.0	28	-17	1	-20	8	0.6	-11	14	6
O=C(Nc1cccc(S(=O)(=O)N2CCOCC2)c1)c1ccc(N2CCOCC2)c([N+](=O)[O-])c1	5	-0.1	-15	2	9	37	14	1.7	12	18	-1
COc1cccc(C#Cc2cnc3c(c2)C(=O)N([C@@H](C)CO)C[C@H](C)[C@H](CN(C)C(=O)C2CCC2)O3)c1	x	0.4	8	-18	x	-6	-8	-1.6	0	-3	1
COCCN(C(=O)COC(=O)/C=C/c1ccc(C)o1)c1c(N)n(Cc2ccccc2)c(=O)[nH]c1=O	-3	0.2	5	-4	2	-7	23	-0.3	0	1	-6
COC(=O)c1nn(-c2ccc(OC)cc2)c(=O)cc1Sc1ccc(C)cc1	0	-0.3	-8	-45	5	7	14	-0.5	-8	-5	10
Cc1[nH]c(=S)[nH]c(=O)c1Cc1ccccc1	1	-0.2	21	-13	8	4	13	-1.5	4	-10	-5
CC1(C)Cc2cccc(OCC(=O)NCc3ccccc3)c2O1	0	0.0	6	-15	2	3	16	-0.3	-1	-10	-4
CC(C)(C)OC(=O)NCc1ccc(CNC(=O)c2nc[nH]c2C(=O)N2CCc3ccccc3C2)cc1	-1	0.0	-8	-3	4	15	15	-1.5	4	1	6
COc1ccc(OC)c(NC(=O)CSc2nnc(Cc3cccn3C)n2CCc2ccccc2)c1	-1	0.1	6	-5	6	13	24	-1.4	13	29	18
CC12C=CC3(CN(Cc4ccccc4)C(=O)C3C1C(=O)NC1CC1)O2 (stereo not drawn)	-2	0.0	-3	-15	-8	-4	15	3.0	-3	-7	2
CN(CC(=O)Nc1ccc(F)cc1)C(=O)COC(=O)c1cc(S(=O)(=O)N(C)C)ccc1N1CCCC1	1	-0.5	-7	20	8	2	-5	0.1	5	12	-6
CCOc1ncccc1C(=O)N1CCN(Cc2ccc3c(c2)OCO3)CC1	2	0.2	-6	4	-2	10	13	-0.8	-2	7	0
CCOc1cc(N)c(Cl)cc1C(=O)NCC1CN(Cc2ccc(F)cc2)CCO1 (stereo not drawn)	-1	0.4	3	-2	-22	-9	-25	1.3	6	-7	-21
O=C(OC(C(=O)NC1CCCCC1)c1ccccc1)c1ccco1 (stereo not drawn)	1	0.0	0	-15	1	-6	15	-3.3	5	1	-8
Cc1c(C(=O)Nc2ccc3c(c2)OCO3)sc2ncn(CC(=O)N3CC(C)CC(C)C3)c(=O)c12 (stereo not drawn)	8	-0.2	-2	-3	5	11	18	4.9	-1	13	4
CCc1nc2ccc(C(=O)Nc3ccc(OC)c(OC)c3)cn2c1N(C)Cc1cccs1	x	0.2	26	0	x	23	-5	0.7	-5	17	31
CCC(C)NC(=O)CSc1ccc(S(=O)(=O)N(C)C2CCCCC2)cn1 (stereo not drawn)	x	0.2	21	2	12	20	1	0.0	-10	-3	1
COc1ccc(C(=O)Nc2cccc(-c3ccc(N4CCOCC4)nn3)c2)cc1OC	-2	-0.5	-9	-45	-92	-183	-243	-0.6	-5	-50	0
CC(=O)N1N=C(c2cccc([N+](=O)[O-])c2)OC1(C)CC(=O)Nc1ccccc1 (stereo not drawn)	-2	-0.2	-23	6	11	19	27	-1.5	9	-7	3

Some of the entries so far, as labelled records:
> CCc1nc2ccc(C(=O)Nc3ccc(OC)c(OC)c3)cn2c1N(C)Cc1cccs1
  NR2E3 ag-1: x; aDG glyco act: 0.2; CF NFkB inh: 26; NR2E3 ag-2: 0; TRPM1 prom inh: x; Peg3 promoter: 23; HIF-2a inh: -5; iPSC survival up: 0.7; KKLEB tox: -5; Shn3 3UTR inh: 17; TWEAK-Fn14 inh: 31
> CCC(C)NC(=O)CSc1ccc(S(=O)(=O)N(C)C2CCCCC2)cn1 (stereo not drawn)
  NR2E3 ag-1: x; aDG glyco act: 0.2; CF NFkB inh: 21; NR2E3 ag-2: 2; TRPM1 prom inh: 12; Peg3 promoter: 20; HIF-2a inh: 1; iPSC survival up: 0.0; KKLEB tox: -10; Shn3 3UTR inh: -3; TWEAK-Fn14 inh: 1
> COc1ccc(C(=O)Nc2cccc(-c3ccc(N4CCOCC4)nn3)c2)cc1OC
  NR2E3 ag-1: -2; aDG glyco act: -0.5; CF NFkB inh: -9; NR2E3 ag-2: -45; TRPM1 prom inh: -92; Peg3 promoter: -183; HIF-2a inh: -243; iPSC survival up: -0.6; KKLEB tox: -5; Shn3 3UTR inh: -50; TWEAK-Fn14 inh: 0

Looked up one by one from above, 2 records:
SMILES	NR2E3 ag-1	aDG glyco act	CF NFkB inh	NR2E3 ag-2	TRPM1 prom inh	Peg3 promoter	HIF-2a inh	iPSC survival up	KKLEB tox	Shn3 3UTR inh	TWEAK-Fn14 inh
CC1(C)Cc2cccc(OCC(=O)NCc3ccccc3)c2O1	0	0.0	6	-15	2	3	16	-0.3	-1	-10	-4
CC12C=CC3(CN(Cc4ccccc4)C(=O)C3C1C(=O)NC1CC1)O2 (stereo not drawn)	-2	0.0	-3	-15	-8	-4	15	3.0	-3	-7	2
